LmPK inhibitor = LmPK (Leishmania mexicana) enzyme inhibition; Q27686; purified LmPK, Kinase-Glo ATP luminescence, 1 h; Potency, µM (titrated, usually from 57.5 µM), inactives show at the top dose activity change, negative = inhibition, actives largely listed as inhibitors; 290,000 tested, 0.37% active; AID 1721; further: potency means the concentration at half of the fitted maximal effect; on the % scale 0 is the no-effect control and ±100 the full control effect
Target sequence (Q27686 whole entry, looked up): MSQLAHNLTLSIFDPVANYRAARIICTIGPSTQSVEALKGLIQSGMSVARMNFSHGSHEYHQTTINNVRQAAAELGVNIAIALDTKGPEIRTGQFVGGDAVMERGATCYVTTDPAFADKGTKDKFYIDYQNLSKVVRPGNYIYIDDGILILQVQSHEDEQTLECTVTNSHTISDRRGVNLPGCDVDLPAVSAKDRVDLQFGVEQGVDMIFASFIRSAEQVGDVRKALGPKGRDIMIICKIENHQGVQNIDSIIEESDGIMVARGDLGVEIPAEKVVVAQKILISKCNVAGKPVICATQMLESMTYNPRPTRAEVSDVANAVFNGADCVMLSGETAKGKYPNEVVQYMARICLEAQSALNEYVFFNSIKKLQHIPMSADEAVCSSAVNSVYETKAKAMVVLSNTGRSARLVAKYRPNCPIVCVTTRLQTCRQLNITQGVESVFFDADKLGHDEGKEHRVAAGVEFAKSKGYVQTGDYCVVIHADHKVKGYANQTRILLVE
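Screened at intermediate enzyme activity to detect both inhibitors and activators: LmPK at 0.1 nM, with a 0.5 nM enzyme column as activation reference. PEP 0.5 mM, ADP 0.1 mM; ATP detected by luminescence after 1 h.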
CHX counter = counter-screen hit for Shiga toxin inhibitors, cycloheximide | cell reporter, cycloheximide protein synthesis inhibition counterscreen | 300,000 tested, 12% active | max response, %; in the data active means max response mostly above about 13%, no sharp cut-off; inactive means mostly below about 14%; further: read at 38.3 µM for the half of the compounds with a filed dose; 0% is about no effect
HCV inh = blocks hepatitis C virus; Huh7.5.1 HCVcc-Cre infection, luciferase reporter, 44 h; Potency, µM (top dose mostly 41.8 µM), inactives show at the highest dose activity change, negative = inhibition, usual class: inhibitors; 340,000 tested, 3.4% active; AID 651820; further: potency means the concentration at half of the fitted maximal effect; on the % scale 0 is the no-effect control and ±100 the full control effect
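Cells seeded at 1,000/well and cultured 4 h, then compounds added followed by HCVcc-Cre virus (~0.5 moi). After 44 h further culture, luciferase substrate was added, plates held 15 min at room temperature, and luminescence read for 15 sec.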
Shiga toxin inh = inhibitors of Shiga toxin in Vero cells; Vero cells, Shiga toxin protein synthesis inhibition reporter; AID 2315; 290,000 tested, 9.2% active; inhibition, % at 38.7 µM; in the data active means inhibition mostly above about 28%, no sharp cut-off; inactive means mostly below about 43%; further: 0% is about no effect
Pf growth 48h = inhibits P. falciparum growth in the first generation, 48 h; P. falciparum luciferase growth in erythrocytes, 48 h; Potency, µM (doses to about 28.7 µM), inactives show top-dose activity change, negative = inhibition, most hits filed as inhibitors; 310,000 tested, 5.9% active; AID 504832; further: potency means the concentration at half of the fitted maximal effect; on the % scale 0 is the no-effect control and ±100 the full control effect
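Read-out is firefly luciferase luminescence from an integrated reporter in P. falciparum, so falling signal marks reduced parasite growth. Infected erythrocytes were at 2% hematocrit and 0.1% parasitemia (final) in Albumax-supplemented RPMI 1640.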
TbPYK inhibitor = inhibitors of Trypanosoma brucei pyruvate kinase; 410,000 tested, 0.12% active; Q57TT1; Potency, µM (titrated, usually from 76.8 µM), without a hit: at the highest dose activity, negative = inhibition, hits mostly inhibitors; TbPYK enzyme, Kinase-Glo Plus ATP luminescence, 45 min; AID 624173; further: potency means the concentration at half of the fitted maximal effect; on the % scale 0 is the no-effect control and ±100 the full control effect; nearly all actives have a fitted effect of over 50% in size
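TbPYK + substrate in 50 mM TEA pH 7.2, 100 mM KCl, 10 mM MgCl2, 0.05% BSA, 0.01% Tween-20; cpd pinned; ADP 130 uM final; 45 min RT; Kinase-Glo Plus 10 min; luminescence endpoint.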
Pf growth 96h = P. falciparum growth inhibition at 96 hour, primary screen for plastid delayed-death inhibitors; P. falciparum luciferase reporter growth, 96 h; Potency, µM (titrated, usually from 28.7 µM), without a hit: at the highest dose activity change, negative = inhibition, hits mostly inhibitors; 320,000 tested, 6.9% active; AID 504834; further: potency means the concentration at half of the fitted maximal effect; on the % scale 0 is the no-effect control and ±100 the full control effect
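Delayed-death screen, second-generation endpoint: infected erythrocytes, 2% hematocrit, 0.05% parasitemia final; 96 hours at 37 C, 5% CO2; luciferase detection reagent; luminescence decrease equals reduced growth.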
An asterisk follows results filed as active; ? = inconclusive; nt = not tested or not shown; & = joins results of further samples; [ ] = remark or other dose. Unless noted, the call rests on the fitted dose curve; in most records, active means well fitted curve in the direction sought with a large enough effect; inconclusive means small, poorly fitted or top-dose-only effect, or another doubt; inactive means no such curve, though single readings can be large; an effect the other way counts as inactive or inconclusive. Rows were taken by chance. About 24% of those tested had a hit in this group.

#	SMILES	LmPK inhibitor	CHX counter	HCV inh	Shiga toxin inh	Pf growth 48h	TbPYK inhibitor	Pf growth 96h
1	CC1(C)CC2CC(C)(CN2C(=O)CCCN2C(=O)c3ccccc3C2=O)C1 (stereo unspecified)	2.1%	-1.6	-14.6%	-10.4	6.2%	-9.0%	8.0%
2	COc1ccc(N2C(=O)C3C4C=CC(C5CC45)C3C2=O)c([N+](=O)[O-])c1 (stereo unspecified)	-0.9%	-0.2	13.1%	-2.1	13.1%	-0.9%	47.8%[activator]
3	CCc1cc2c(=O)c(-c3cnn(-c4ccccc4)c3)coc2c(CN2CCOCC2)c1O	0.9%	16.6	-24.1%	10.7	?	4.3%	?
4	Cc1nc(NCCc2ccc(S(N)(=O)=O)cc2)c2c(C)c(C)sc2n1	-4.8%	-2.2	1µM*	-17.9	?	-11.5%	nt
5	O=C(N/N=C/c1ccc(N2CCOCC2)cc1)C1CC1	-0.8%	15.3	4.0%	45.2*	40.7%[activator]	0.9%	48.4%[activator]
6	N#CC1=C(N)OC2=C(C(=O)CCC2)C1C1C=CCCC1 (stereo unspecified)	-3.9%	10.3	-1.0%	-10.2	?	0.1%	22.6%
7	S=C(NCCCN1CCOCC1)Nc1ccc(Cl)cc1Cl	-2.6%	-3.6	-5.1%	-15.6	-23.0%	4.1%	14.6%
8	CC(C)OP(=O)(OC(C)C)C(O)c1cccnc1 (stereo unspecified)	-0.6%	-3.9	30.1%[activator]	-1.8	-5.4%	-2.2%	9.6%
9	CN=C1CC(SC)=C1c1ccc(C)cc1	7.0%	-1.3	11.5%	13.8	7.4%	0.0%	13.6%
10	Cc1cc(C)cc(OCc2nnc(SCC(=O)Nc3ccccc3)o2)c1	6.8%	-0.9	2.6%	-12.6	-7.3%	-9.8%	nt
11	CCC(Cc1ccccc1)NS(=O)(=O)c1c(C)nc2sccn2c1=O (stereo unspecified)	-0.3%	-2.0	5.0%	3.7	-6.1%	3.4%	4.5%
12	O=C1CC(c2ccco2)CC(O)=C1C=NCCN1CCN(C(=S)Nc2ccccc2)CC1 (stereo unspecified)	-6.3%	-2.5	-1.7%	2.6	-16.8%	-12.1%	11.2%
13	Cc1ccccc1C(=O)NC1CCN(Cc2nnnn2Cc2ccc(F)cc2)CC1	-2.3%	-1.4	-2.7%	-16.0	?	-3.0%	2.6%
14	CC1(C)CC(=O)C=C(Nc2cc(-c3ccccc3)[nH]n2)C1	-0.1%	1.5	-19.7%	-3.3	33.4%[activator]	1.7%	nt
15	Cc1nc(-c2cccc(S(=O)(=O)N3CCCC(C)C3)c2)cs1 (stereo unspecified)	1.2%	-1.2	-3.1%	-12.0	22.4%	-10.1%	44.3%[activator]
16	CCOC(=O)c1ccc(NC(=O)CN(Cc2ccc(Cl)cc2)S(C)(=O)=O)cc1	-0.3%	-3.0	5.4%	1.7	-14.4%	-3.1%	nt
17	CC(C#N)(NC(=O)COC(=O)c1ccccc1NCCO)C1CC1 (stereo unspecified)	nt	nt	10.3%[8.37 µM]	nt	26.3%	-10.2%	7.6%
18	CCC(=O)c1ccc(OCC(=O)N2CCN(c3ncccn3)CC2)cc1	nt	nt	2.4%	nt	2.2%	-0.2%	-14.3%
19	N/C(=N\c1nc2c(c(=O)[nH]1)CCCC2)Nc1ccccc1	4.9%	-0.6	13.8%	8.3	27.7%	1.4%	?
20	Cc1[nH]c2ccccc2c1C(=O)/C=C/c1ccccc1Cl	0.1%	40.1*	1.4%	80.7*	100.8%[activator]	-5.0%	?
21	O=C(CC1Sc2ccccc2NC1=O)Nc1cccc(C(=O)O)c1 (stereo unspecified)	9.2%	-1.4	-6.8%	-2.8	18.9%	-12.6%	19.9%
22	COc1cccc(-c2onc3ccc(C4(C)OCCO4)cc23)c1	-3.4%	25.8*	?	31.1	44.3%[activator]	1.7%	?
23	Cc1ccc(NC(=O)Cn2nc(C)c(S(=O)(=O)N(C)C)c2C)cc1	6.4%	1.3	22.0%	17.5	15.5%	-3.5%	-4.0%
24	COc1ccc(-c2nc(-c3ccccc3)[nH]c(=O)c2C#N)cc1	9.6%	-3.2	-4.9%	-2.4	1.0%	2.8%	19.3%
25	COc1cc2c(cc1OC)C(c1cccs1)NCC2 (stereo unspecified)	-1.2%	-1.6	-25.5%	-3.5	4.4%	-8.5%	86.3%[activator]
26	COc1ccc(S(=O)(=O)NC(C)C(=O)Nc2cccc([N+](=O)[O-])c2)cc1 (stereo unspecified)	-0.4%	5.8	6.4%	1.7	-19.8%	-12.0%	26.5%
27	Cc1cc(C)nc(NS(=O)(=O)c2ccc(N3C(=O)C4C5C=CC(C5)C4C3=O)cc2)n1 (stereo unspecified)	-3.9%	-3.3	3.8%	-2.5	7.8%	1.7%	-14.1%
28	CC(C)COc1nc2ccccc2nc1C(C#N)C(=O)NC1CCCCC1 (stereo unspecified)	7.2%	-2.5	16.7%	-4.2	nt	-6.8%	?
29	CC(C)(C)c1csc(NNC(=O)c2ccc(Br)cc2)n1	6.7%[11.5 µM]	39.9*	?	93.9*	2.94µM*	-8.3%	?
30	Cc1onc(-c2ccccc2)c1C(=O)N/N=C/c1cc(Br)c(Br)o1	1.4%	-4.1	-15.9%	-4.4	?	2.4%	13.1µM*
31	O=C(NNC(=O)c1ccccc1-n1cccc1)c1cccc(Cl)c1	3.1%	-2.5	4.6%	-5.2	6.5%	-8.2%	87.0%[activator]
32	CCc1ccc(OCC(=O)N2CCN(c3ccccn3)CC2)c(Br)c1	-4.4%	0.7	11.5%	0.9	2.3%	2.9%	27.5%
33	Cc1cc(C)n(C(=O)c2ccc(S(=O)(=O)N3CCOCC3)cc2)n1	1.2%	0.3	22.1%	-19.7	9.0%	1.2%	nt
34	Cc1cccc(OCCSc2nc3ccccc3n2CCC(=O)O)c1	5.8%	3.9	13.2%	-4.0	-14.6%	1.0%	?
35	CCN(Cc1ccccc1)C(=O)COC(=O)CNS(=O)(=O)c1ccc(C)cc1	3.7%	-0.4	7.0%	-18.0	13.1%	-1.7%	46.0%[activator]
36	CC1CCCCC1NC(=O)CCS(=O)(=O)c1ccc2c(c1)NC(=O)CO2 (stereo unspecified)	0.7%	-2.7	-1.3%	49.7	9.1%	4.5%	?
37	O=C(CN(C(=O)c1ccc(Cl)cc1)C1CCCCC1)Nc1ccc(Cl)c([N+](=O)[O-])c1	-2.5%	10.1	?	8.9	?	-1.5%	9.28µM*
38	CC1=C(C(=O)Nc2ccccc2)C(c2sccc2C)n2nnnc2N1 (stereo unspecified)	2.7%	5.4	nt	-1.9	nt	nt	-34.4%
39	COc1ccc(Cl)cc1NC(=O)C/C(C)=N/NC(=O)Cc1ccccc1	1.4%	15.5	-4.5%	43.6*	26.9%	9.0%	86.4%[activator]
40	C=CCn1c(SCCOc2ccc(OC)cc2)nnc1C(NC(=O)c1ccc(OC)cc1)C(C)C (stereo unspecified)	8.3%	-2.4	-13.3%	-19.5	nt	2.7%	10.4µM*
41	CCCCC(=O)Nc1cccc(-c2nn3c(C)nnc3s2)c1	1.2%	-1.6	-15.2%	-12.0	-14.6%	5.9%	nt
42	COc1ccccc1CC(=O)NN1C(=O)c2ccccc2C1=O	2.5%	-3.0	13.7%	8.5	1.0%	-10.8%	5.2%
43	CCOC(=O)COc1cccc(C2NC(=O)c3ccccc3O2)c1 (stereo unspecified)	-0.9%	-1.3	7.2%	-4.7	-1.3%	-14.6%	206.1%[activator]
44	COc1ccc(C2/C(=C(/O)c3ccccc3)C(=O)C(=O)N2c2ncccn2)cc1OC (stereo unspecified)	-1.7%	5.8	5.0%&23.8%	26.6	2.5%	-6.6%	1.2%
45	Cc1cc(C)cc(C(=O)N(CCc2ccccc2)C2CC3CCC(C2)N3C)c1 (stereo unspecified)	2.5%	-3.0	-24.7%	-19.5	0.0%	-3.2%	?
46	COc1cc(C(=O)N(Cc2cc3ccccc3[nH]c2=O)CC2CCCO2)cc(OC)c1OC (stereo unspecified)	-3.8%	-4.7	-11.6%	-12.0	2.9%	-1.7%	nt
47	O=c1cc[nH]c2cc(Cl)ccc12	-1.3%	-2.8	6.8%	-13.9	-3.5%	-2.6%	1.0%
48	COc1cc2c(cc1NC(=O)c1cccc([N+](=O)[O-])c1)oc1ccccc12	5.5%	-2.8	?	-3.2	28.6%	0.8%	3.9%
49	CC(=O)NC(C(=O)c1ccccc1)C(=O)c1ccccc1	nt	5.9	14.8%	11.1	-16.7%	2.1%	2.0%
50	O=C(c1cc2cc(Cl)ccc2[nH]1)N1CCN(c2ccc(F)cc2)CC1	10.3%	-5.1	19.6%	-2.8	-5.2%	2.7%	?
51	Cc1ccc(Cl)cc1Nc1nc(-c2cccnc2)cs1	3.2%	17.2*	?	nt	?	-4.1%	-7.2%
52	O=C(COC(=O)c1ccc(S(=O)(=O)Nc2ccccc2)cc1)NCCN1C(=O)CSC1=O	4.7%	0.9	8.0%&13.0%	-11.5	6.6%	9.4%	-4.8%
53	Cc1ccc(N(C)S(=O)(=O)c2cccc(C(=O)NCC(c3cccs3)N3CCOCC3)c2)cc1 (stereo unspecified)	nt	nt	?	nt	11.7µM*	2.1%	?
54	O=C(c1ccc2nc(N3CCOCC3)sc2c1)N1CCN(c2ccc(Cl)cc2)CC1	1.1%	1.7	-24.6%	-6.9	9.2%	0.4%	33.2%
55	Cc1cccc(-c2noc(CCC(=O)NC3CCCCC3)n2)c1	-5.8%	11.9	-5.9%	-30.3	-26.8%	-2.2%	-4.3%
